SSB-PriA inh – inhibitors of Klebsiella pneumoniae PriA binding to SSB C-terminal tail, primary screen, biochemical, AlphaScreen; AID 1272365, 2023; inhibition, % at 33 µM; AlphaScreen SSBct-PriA binding, biotinylated peptide; 430,000 compounds, 0.6% hits; in the data active means inhibition mostly above about 37%, no sharp cut-off; inactive means mostly below about 20%;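 further: plate controls were negative control peptide for no effect and reference peptide for full effect; strong numbers were not always called active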
An asterisk follows results filed as active; & = joins results of further samples. Only part of the results is shown, so the mix of outcomes need not match the whole.

SMILES	SSB-PriA inh
CC(C)(C)NC(=O)N1CCC(CNC(=O)CC(CC(=O)O)c2cccs2)CC1 (stereo not given)	-13
O=C(NCc1nn(C2CCCC2)c(=O)c2ccccc12)c1cc(-c2ccco2)[nH]n1	-10
Cc1cc2ncc3c(n2n1)CCN(C(=O)Cn1cnc(C)c(C)c1=O)C3	-7
COc1ncccc1C(=O)N1CCC(n2ccnn2)C1 (stereo not given)	-1
Cc1ccc(C(=O)NCc2nc3ccccc3[nH]2)cc1	-3
Cc1cc(C)nc(SCc2c(C(=O)NCc3ccc(F)cc3)nnn2-c2ccccc2)n1	-10
O=C(c1c[nH]c2ccccc12)N1CCN(CC(O)c2ccco2)CC1 (stereo not given)	1
COc1ccc(S(=O)(=O)Nc2ccc3c(c2)N(C(=O)C(C)(C)C)CC3)cc1Cl	3
Cc1ccc(Cl)cc1NC(=O)CSc1cc(N2CCN(c3ccccc3F)CC2)ncn1	0
Cc1cc(NC(=O)CCCc2ccccc2)n(-c2nc3c(cnn3-c3ccc(Cl)cc3)c(=O)[nH]2)n1	-1
O=C(NN=Cc1ccc(Cl)c([N+](=O)[O-])c1)c1ccc2nc[nH]c2c1	1
O=C(NN=Cc1cccc([N+](=O)[O-])c1)c1ccccc1-n1cccc1	13
C=CCNC(=S)Nc1ccc(C)cc1	-2
COC(=O)c1ccsc1NC(=O)c1cnn2c1OCCC2	-14
COc1cccc(C(=O)NCCS(=O)(=O)NCc2ccc(F)cc2)c1	-3
CC(=O)N1CC(C(=O)NCCOc2ccc(F)cc2)C1	-17
O=C(NCc1ccc(C(=O)c2cccs2)s1)c1ccc(OC(F)(F)F)cc1	4
COc1ccc(NC(=O)c2c[nH]c3cc(F)cc(F)c3c2=O)cc1OC	-12
COc1ccc(/C=C/C(=O)Oc2cccc(C=NNC(=O)COc3c(C)cccc3C)c2)cc1	0
CCOc1ccccc1NC(=O)Cn1nc(-c2cccs2)c2sc(N3CCCCC3)nc2c1=O	0
O=C(CSc1cc(N2CCCC2)ncn1)Nc1ccc(F)cc1F	-5
O=C(CSC1CCCC1)N1CCN(C(=O)c2cnn3ccccc23)CC1	4
CO[C@@H](CNC(=O)NCc1cccs1)c1ccccc1Cl	-13
CC(CC(=O)Nc1cccnc1)=NNC(=O)C(=O)Nc1cccc(C)c1	-8
CCc1cccc2sc(N(Cc3ccccn3)C(=O)C3COc4ccccc4O3)nc12 (stereo not given)	-2
O=C(CN1C(=O)CCC1=O)NCc1cnn2ccccc12	-12
Cc1cc(C)cc(Nc2cc(C)nc(-n3nc(C)cc3C)n2)c1	2
COc1ccc(Br)c(C(=O)Nc2ccn3nccc3c2)c1	2
Cc1nc2ccc3nc(NC(=O)c4ccccc4[N+](=O)[O-])sc3c2s1	-18
O=C(CCCS(=O)(=O)c1ccc(F)cc1)N1CCN(c2nc3ccc([N+](=O)[O-])cc3s2)CC1	-2
Cc1cc(OCCCCn2c(CO)nc3ccccc32)ccc1Cl	1
CCS(=O)(=O)c1ccc(CC(=O)Nc2nnc(-c3ccc4c(c3)CCCC4)o2)cc1	-1
Cc1ccc(CCC(=O)Nc2cc(C(F)(F)F)ccc2Cl)o1	-2
CCOc1cc(C=NNC(=O)C(=O)NCc2cccnc2)ccc1O	-16
O=C(Nc1nc(-c2ccc3c(c2)CCCC3)cs1)c1cccc(N2C(=O)CCC2=O)c1	14
CCn1c(SC/C=C\c2ccccc2)nnc1-c1ccncc1	9
Cc1cc(C(=O)CSc2ncnc3sc4c(c23)CCCC4)c(C)n1Cc1ccco1	7
COC(=O)c1ccc(-n2c(C)cc(C=Nn3cnnc3)c2C)cc1	0
C/C(C=NNC(=O)CSc1nnc(SCc2ccccc2)s1)=C\c1ccco1	0
O=C(NCCc1csc(-n2cccn2)n1)c1ccccc1C(F)(F)F	-20
Cc1cc(N)ccc1N1CCCCC1=O	18
COc1ccc(Cl)cc1NC(=O)Cn1cc(OCc2ccc(F)cc2)c(=O)cc1CO	7
Cc1ccc(S(=O)(=O)NCCc2csc3nc(-c4cccs4)nn23)s1	1
COC(=O)Nc1ccc(S(=O)(=O)N2CC[C@H](c3ccc4c(c3)OCO4)C2)cc1	-2
Cn1c(=NC(=O)Cc2ccccc2)sc2cc(F)cc(F)c21	-10
CC(C)(C)C(=O)Nc1cnc(-n2cccn2)nc1	-1
COc1ccc(N2CC(c3nc(-c4ccc(OC)c(OC)c4)no3)CC2=O)c(OC)c1 (stereo not given)	2
N#CC(=C(O)CCl)c1nnc2n1CCCCC2	-21
O=C(Nc1nnc(Cc2ccc(F)cc2)o1)c1nc2ccccc2s1	4
Cn1nnc2c(N3CCN(C(=O)NC(c4ccccc4)c4ccccc4)CC3)ncnc21	1
CCc1cccc2sc(NC(=O)Cc3cccs3)nc12	14
O=C(O)CNS(=O)(=O)c1cccc(F)c1	-23
O=C(NCc1cccc2ccccc12)Nc1ccc2c(c1)CCCN2C(=O)c1ccccc1	-23
Cc1cc(C)c(S(=O)(=O)NCCn2ncccc2=O)cc1C	-12
CCOc1cc(C(=O)NCc2nnc(SCC(=O)c3ccccc3)n2-c2ccccc2OC)cc(OCC)c1OCC	-10
COc1ccc(CCNC(=O)CCCn2c(SCC(=O)NCCc3ccc(S(N)(=O)=O)cc3)nc3ccccc3c2=O)cc1OC	-8
COc1ccc(CCC(=O)NCCCN2CCN(c3ccccc3)CC2)cc1	-9
COC(=O)c1ccc(Nc2nc3ccccc3nc2NS(=O)(=O)c2cnn(C)c2)cc1	-13
CCc1ccc(OCCCn2c(C(C)O)nc3ccccc32)cc1 (stereo not given)	8
O=C(c1csc(-c2ccccc2)n1)N1CCC(Oc2cnccn2)CC1	0
Other records follow.
SMILES	SSB-PriA inh
C(=Nn1cnnc1)c1ccccc1OCCOc1ccccc1	0
Cc1ccc(Cl)c2sc(N(CCN(C)C)C(=O)c3cccc(S(C)(=O)=O)c3)nc12	2
COCC(=O)N1CCCc2ccc(NS(=O)(=O)c3ccc(C)cc3C)cc21	0
Cc1cccc(OCC(=O)Nc2ccc3c(c2)N(CCC(C)C)C(=O)C(C)(C)CO3)c1	27
CCCc1nnsc1C(=O)N1CCC(S(=O)(=O)c2ccc(F)cc2)CC1	-12
O=[N+]([O-])c1ccccc1C=NNc1nnc(-c2ccccc2)c(-c2ccccc2)n1	2
Cc1cc(C)c(C2=NON3c4ccccc4N(C(=O)C(Br)C(C)C)N23)c(C)c1 (stereo not given)	-9
O=C(NCc1cc(-c2cccs2)on1)c1cccs1	-16&-6
CN1CCN(C(CNC(=O)C2CCCC2)c2ccsc2)CC1 (stereo not given)	-15
O=C1CCC(C(=O)Nc2nc(CC(=O)N3CCN(c4cccc(Cl)c4)CC3)cs2)N1 (stereo not given)	-15
Cc1nn(-c2ccccc2)c(C)c1C=Nn1c(-c2ccncc2)n[nH]c1=S	-6
COC(=O)c1ccc(C(=O)Nc2cc(C)nn2-c2ccccc2)cc1	-4&-2
O=C(NCc1cccs1)c1coc(NC(=O)c2cnccn2)n1	-6
CCOC(=O)c1ccccc1NC(=O)CN1CCN(Cc2nc3ccccc3[nH]2)CC1	-9
COc1nc2cc(N)ccc2s1	-27

Compounds from the list above containing a Cl atom, in the order listed:
SMILES	SSB-PriA inh
COc1ccc(S(=O)(=O)Nc2ccc3c(c2)N(C(=O)C(C)(C)C)CC3)cc1Cl	3
Cc1ccc(Cl)cc1NC(=O)CSc1cc(N2CCN(c3ccccc3F)CC2)ncn1	0
Cc1cc(NC(=O)CCCc2ccccc2)n(-c2nc3c(cnn3-c3ccc(Cl)cc3)c(=O)[nH]2)n1	-1
O=C(NN=Cc1ccc(Cl)c([N+](=O)[O-])c1)c1ccc2nc[nH]c2c1	1
CO[C@@H](CNC(=O)NCc1cccs1)c1ccccc1Cl	-13
Cc1cc(OCCCCn2c(CO)nc3ccccc32)ccc1Cl	1
Cc1ccc(CCC(=O)Nc2cc(C(F)(F)F)ccc2Cl)o1	-2
COc1ccc(Cl)cc1NC(=O)Cn1cc(OCc2ccc(F)cc2)c(=O)cc1CO	7
N#CC(=C(O)CCl)c1nnc2n1CCCCC2	-21
Cc1ccc(Cl)c2sc(N(CCN(C)C)C(=O)c3cccc(S(C)(=O)=O)c3)nc12	2
O=C1CCC(C(=O)Nc2nc(CC(=O)N3CCN(c4cccc(Cl)c4)CC3)cs2)N1 (stereo not given)	-15

Next section.
SMILES	SSB-PriA inh
CSCC(C)(O)CNC(=O)Nc1cccc(C(F)(F)F)c1 (stereo not given)	-31
CCOCc1cnc(C)nc1NC(=O)c1nnn(-c2ccccc2F)c1-c1ccncc1	-14
CCCn1c(=O)c2ccc(C(=O)NC3CCCC3)cc2n2c(SCC(=O)NC(C)C)nnc12	2
CC(=O)N(c1ccc2oc3c(c2c1)CCCC3)S(=O)(=O)c1ccc(C)cc1C	-4
CCSc1ccccc1C(=O)Nc1ccc(-n2nnn(CC(=O)NC3CC3)c2=O)cc1	-7
CN(C)CCCNCCCNC(=O)C(=NO)c1ccccc1	1
Cc1ccc(C(=O)CNC(=O)c2ccc(-c3ccccc3Cl)o2)cc1	-6
CC(=NNc1ccc(C(=O)O)cc1)c1ccc(S(=O)(=O)NCc2ccco2)cc1	-4
Cc1cccc(C(=O)Nc2c(C(=O)NCc3ccc(C)o3)[nH]c3ccc(C)cc23)c1	-4
O=C(Nc1nnc(-c2cc(Cl)ccc2Cl)o1)c1cccs1	-13
Cc1c(C(=O)N2CCOCC2)oc2c1C1(CCC2)SCCS1	6
O=C(NN=Cc1cn(-c2ccccc2)nc1-c1ccccc1)c1ccco1	11
Cn1cccc1C(O)CCNC(=O)Cc1ccccc1Cl (stereo not given)	-2
COC(=O)c1c(NC(=O)CC2Nc3cccc4cccc(c34)NC2=O)sc2c1CCC(C)C2 (stereo not given)	-18
O=C(NCCC(O)C1CCOCC1)NC(c1ccccc1)c1ccccc1 (stereo not given)	-29

Quoted at random: 3 compounds from above, in no set order.
SMILES	SSB-PriA inh
O=C(NCCC(O)C1CCOCC1)NC(c1ccccc1)c1ccccc1 (stereo not given)	-29
CCCn1c(=O)c2ccc(C(=O)NC3CCCC3)cc2n2c(SCC(=O)NC(C)C)nnc12	2
CSCC(C)(O)CNC(=O)Nc1cccc(C(F)(F)F)c1 (stereo not given)	-31

More results follow:
SMILES	SSB-PriA inh
CSc1ccccc1NC(=O)c1cc(=O)c(OCc2ccccc2)co1	7
O=C1CC2(CCN(C(=O)COc3ccc(Cl)cc3Cl)CC2)Oc2ccccc21	2
COCC(=O)Nc1ccc2c(c1)NC(=O)C(C)(C)CO2	24
COc1ccc(-c2cc(-c3nc(-c4cccnc4)no3)[nH]n2)cc1	-1
CCOC(=O)NN=C(C)c1ccc(Br)cc1	-13
CCC(=O)N1CCCc2cc(NS(=O)(=O)c3ccccc3Br)ccc21	1
Cc1nc2c(cc(Oc3ncnc4sc5c(c34)CCC5)c3ccsc32)s1	1
O=C(NCc1ccc2c(c1)OCO2)C(=O)NC[C@@](O)(c1cccs1)C1CC1	-19
CCOC(=O)c1c(NC(=O)c2cc(C)on2)sc(C)c1C	-2
NC(=NOC(=O)c1cccc([N+](=O)[O-])c1)c1ccccn1	-5
COc1ccc(-c2nc(NN=C(C)c3ccc(O)cc3)c3ccccc3n2)cc1	15
COc1cccc(-c2ccc3nnc(SCC(=O)Nc4nc(C)cs4)n3n2)c1	-20
CS(=O)(=O)NC1c2cccc3cccc(c23)C1Sc1nncn1N=Cc1ccco1 (stereo not given)	6
Cc1ccccc1[C@@H]1CCN(C(=O)c2cccn(C)c2=O)CCS1	-12
Cc1c(CNS(=O)(=O)c2ccccc2F)sc2nc(-c3ccc(F)cc3)cn12	36*
CC(C)(C)OC(=O)N1CCC(NC(=O)c2ccccc2)CC1	5
CCOC(=O)NN=C(CCC(=O)O)c1cccs1	-4
COc1ccc([N+](=O)[O-])cc1NC(=O)COc1ccc(Br)cc1C(C)(C)C	0
O=C(NCCn1ncccc1=O)Nc1ccc(F)c(Cl)c1	-2
COC(C)(CNC(=O)c1cc2ccccc2s1)c1ccccc1F (stereo not given)	-25
CCCS(=O)(=O)N1CCn2cccc2C1c1ccc(Cl)cc1Cl (stereo not given)	19
COc1ccc(C(=O)NCCCn2nc(-c3ccc(F)cc3)ccc2=O)c(OC)c1	-7
CSc1ncccc1C(=O)NCC1CCN(C(=O)c2ccoc2)CC1	-2
O=C(c1cc2ccccc2o1)N1CCN(c2ncnc3c2nnn3-c2ccccc2)CC1	4
COc1ccccc1-c1cc2nc(C)cc(Nc3ccc(C(N)=O)cc3)n2n1	-11
O=C(C[C@@H]1C/C=C/CCC(=O)OC[C@@H]2CCCN2C1=O)NCCO	-4
CCOC(=O)CSc1nnc(NC(=O)CC)s1	10
Cn1cccc1CN(Cc1cccs1)C(=O)CSC1CCCC1	24
CS(=O)(=O)N1CCCC1C(=O)N1CCN(c2nc3c(Cl)cccc3s2)CC1 (stereo not given)	-8
Cc1nnsc1C(=O)N1CCCCC(c2ccc(F)cc2)C1 (stereo not given)	-4
COCC(=O)N1CCCc2ccc(NS(=O)(=O)c3ccc(C)c(Cl)c3)cc21	1
O=C(Nc1ccc(-c2ccc(N3CCOCC3)nn2)cc1)c1ccccc1[N+](=O)[O-]	-5
Cc1cc(C(=O)NN=C/C(Br)=C/c2ccccc2)c(C)o1	-6
O=C(Nc1nnc(-c2ccc(Br)s2)o1)c1cc(Cl)ccc1Cl	-20
O=C(Nc1nnc2n1CCS2)[C@H]1CC(=O)N(c2ccc(F)cc2)C1	-13
O=C(NN=Cc1cccnc1)c1ccc([N+](=O)[O-])cc1Cl	8
CCOc1ccc(-c2noc(CN3N=NC4C(=O)N(c5ccc6c(c5)CCC6)C(=O)C43)n2)cc1OC (stereo not given)	-7
COC[C@H]1CCCN(C(=O)NCCc2ccccc2)C1	-8
COc1ccc(OC)c(-c2csc(NC(C)=O)n2)c1	-5
CN(C)c1ccc(C=NN=Cc2ccccc2O)cc1	-4
O=C(Nc1cccs1)N1CCC(c2nnc(-c3ccsc3)o2)CC1	-5
Cc1cccc(C)c1N(CC(=O)NN=Cc1cc(Br)c(C)o1)S(C)(=O)=O	-1
NC(=O)Cc1nc(-c2ccncc2)n[nH]1	-2
O=C(NCCc1ccoc1)c1cc(C(F)(F)F)cc(C(F)(F)F)c1	8

Compound activity as filed in PubChem.
